cardiac RTF act – cardiac RTF calcium sensitization; P19429+P45379; IANBD-labeled TnC RTF fluorescence at EC20 calcium; 0% EC20 calcium, 100% full calcium; activation, % at 7.2 µM; hit rate 0.24% among 340,000;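 active means activation above the mean over all tested compounds plus 3 SD, cut at about 30% in these data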;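 further: rise in fluorescence read as greater calcium sensitivity of cardiac thin filaments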
MITF TRPM1 HTS – MITF TRPM1 promoter activation in melanoma cells; SK-MEL-5 TRPM1-promoter luciferase, 24 h; % of positive control, neutral wells = 0; activation, % at 12.5 µM; hit rate 0.75% among 300,000; AID 588334;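 active means mean activation of at least 80% with every replicate also reaching 80%; inconclusive means mean reaches 80% but some replicate falls short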;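 further: 0% = neutral control wells and 100% = parthenolide positive control wells; values of inactives mirror those of a sister screen read the other way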
Tat transport – blocks Tat-dependent protein export in E. coli; hit rate 0.036% among 340,000; inhibition, % at 10 µM; E. coli MC4100 TorA-mCherry Tat export, fluorescence; AID 488895;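 active means mean replicate inhibition at least 50% and at least half of replicates individually reaching 50%; inconclusive means only one of the two criteria met; inactive means neither criterion met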;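 further: exported cargo escapes ClpAP degradation while cytoplasmic cargo is degraded and loses fluorescence; 0% = median of neutral control wells and 100% = median of NaSCN control wells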
CAL PDZ FP-1 – human CAL PDZ-peptide interaction inhibition; purified CAL PDZ, TMR-peptide fluorescence polarization, 1 h; inhibition, % at 20 µM; hit rate 0.02% among 330,000; AID 504414;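 active means highest replicate inhibition of at least 40%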;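 further: plate controls were DMSO neutral control wells for no effect and unlabeled competitor peptide control wells for full effect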
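Material: tagged CAL PDZ protein CerCALP, purified; buffer or medium: sodium phosphate/NaCl buffer pH 7.4 with TCEP, IgG, Thesit; also added: fluorescent TMR peptide probe; schedule: 1 h incubation at room temperature before polarization reading; technique: fluorescence polarization from S- and P-plane intensities, G-factor corrected; control set: unlabelled peptide and DMSO controls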
CDK5 inh – blocks human CDK5/p35 kinase activity | AID 488839 | Q00535+Q15078 | hit rate 0.01% among 330,000 | Recombinant CDK5/p35, ADP-Glo luminescence, 60 min | inhibition, % at 10 µM;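 active means highest replicate inhibition of at least 50% and at least 75% of replicates reaching 50%; inconclusive means only one of the two criteria met; inactive means both criteria failed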;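 further: plate controls were DMSO neutral control for no effect and GW8510 at 10 µM for full effect; many of its hits are not listed in these tables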
CAL PDZ FP-2 – inhibitors of human CAL PDZ peptide binding. Q9HD26. purified CAL PDZ, TMR-peptide fluorescence polarization, 1 h. inhibition, % at 24.9 µM. hit rate 0.92% among 300,000. AID 602252;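 active means mean inhibition of at least 30% with at least half of replicates also reaching 30%; inconclusive means no clear call, values can overlap the other calls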;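 further: 0% = DMSO neutral control and 100% = excess unlabeled competitor peptide PRC23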
Rtt109 Vps75 – blocks Candida albicans Rtt109/Vps75 acetyltransferase activity. Q5AAJ8. purified Rtt109/Vps75, ThioGlo CoA-SH fluorescence, 4 h. inhibition, % at 34.9 µM. hit rate 0.16% among 330,000. AID 540336;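 active means inhibition of at least 50% in every replicate; inconclusive means best replicate reaches 50% inhibition but some replicates fall short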
Target sequence (Q5AAJ8 whole entry, looked up): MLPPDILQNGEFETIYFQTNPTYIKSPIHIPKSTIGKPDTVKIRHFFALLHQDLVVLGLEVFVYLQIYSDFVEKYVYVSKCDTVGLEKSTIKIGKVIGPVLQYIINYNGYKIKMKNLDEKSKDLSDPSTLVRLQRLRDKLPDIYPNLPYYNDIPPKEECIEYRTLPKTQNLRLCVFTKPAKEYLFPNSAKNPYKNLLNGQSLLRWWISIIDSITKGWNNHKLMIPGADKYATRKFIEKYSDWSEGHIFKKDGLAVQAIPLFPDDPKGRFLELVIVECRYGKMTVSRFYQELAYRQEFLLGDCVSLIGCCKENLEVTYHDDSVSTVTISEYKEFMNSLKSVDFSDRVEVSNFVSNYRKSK
dFosB act – enhances mouse delta FosB homodimer DNA binding; P13346; purified delta FosB, TAMRA-CDK5 oligo fluorescence polarization; percent of positive-control signal above neutral wells; activation, % at 25 µM; hit rate 0.99% among 340,000;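 active means mean activation above about 17%, with every replicate also reaching it, limit read from the data, passing the limit was not always enough; inconclusive means only one of the two conditions met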;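 further: fluorescence polarization rise as delta FosB binds a TAMRA Cdk5 AP-1 oligo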
Target sequence (P13346 whole entry, looked up): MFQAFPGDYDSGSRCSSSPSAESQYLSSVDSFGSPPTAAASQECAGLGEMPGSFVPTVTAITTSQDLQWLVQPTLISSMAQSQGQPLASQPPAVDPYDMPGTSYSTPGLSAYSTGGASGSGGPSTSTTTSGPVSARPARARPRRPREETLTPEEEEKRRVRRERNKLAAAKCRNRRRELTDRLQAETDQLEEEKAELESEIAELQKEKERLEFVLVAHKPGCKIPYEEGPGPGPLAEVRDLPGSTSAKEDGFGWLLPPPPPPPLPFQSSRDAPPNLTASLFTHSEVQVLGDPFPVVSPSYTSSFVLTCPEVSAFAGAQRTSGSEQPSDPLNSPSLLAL
Wnt act – activators of Wnt/beta-catenin signaling | AID 743398 | activation, % at 9.35 µM | Wnt/beta-catenin reporter cell assay, activator, plate reader | hit rate 1.2% among 300,000; in the data active means activation above about 30%, passing the limit was not always enough; inconclusive means no clear call, values can overlap the other calls;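 further: 0% = neutral control wells and 100% = positive control wells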
V-ATPase pHluor – regulators of yeast V-ATPase proton transport; S. cerevisiae, pHLuorin cytosolic pH fluorescence; response, % at 10 µM; hit rate 0.37% among 350,000; AID 504577; in the data active means response mostly above about 7.3%, no sharp cut-off; inactive means mostly below about 5.4%; further: actives read high; inactives centre near 0; some compounds called inactive have numbers as strong as hits
* hit, by the source's call; ? = inconclusive; / = not tested or not shown. Compounds as they come; about 4.1% have a hit in one of these screens.

SMILES	cardiac RTF act	MITF TRPM1 HTS	Tat transport	CAL PDZ FP-1	CDK5 inh	CAL PDZ FP-2	Rtt109 Vps75	dFosB act	Wnt act	V-ATPase pHluor
O=C(CSc1nnc(C2CC2)n1C1CC1)c1cc(F)ccc1F	0	1	0	1.3	-0.4	-4	-2	3	-3	1
CC(/C=C1\SC(=S)N(CCC(=O)Nc2cccc(C(=O)O)c2)C1=O)=C\c1ccccc1	-1	6	14	-3.2	0.9	-5	12	-14	0	0
O=C(OCC(=O)N1CCN(S(=O)(=O)c2ccc(Cl)cc2)CC1)C1CCC1	-2	4	3	-1.4	1.9	0	-4	-17	0	2
CC(=O)Nc1cc[n+](C(C)C(=O)c2ccc(Br)cc2)cc1 (configuration not stated)	-5	9	-2	0.4	-0.9	-2	-2	0	-3	1
CCOC(=O)c1cn2nc(Oc3cccc(F)c3)ccc2n1	3	/	-1	-1.2	0.0	-5	-11	0	11	0
O=S(=O)(Nc1cccc(-n2cnnn2)c1)c1cccc(Cl)c1	-1	-10	-6	-0.9	-0.3	0	-12	1	-3	0
COc1ccc(N(CC(=O)NCCSCc2ccccc2Cl)S(C)(=O)=O)cc1Cl	-1	-2	7	-0.9	-0.3	/	-3	-13	3	-1
COc1ccc(OC)c(C(=O)N/N=C/c2ccccn2)c1	-3	/	-12	-0.6	-0.1	/	2	3	0	1
Cn1nc(C(=O)OCC(=O)Nc2ccc(SC(F)F)cc2)c2ccccc2c1=O	-2	7	-4	-1.0	0.3	1	2	-24	2	3
O=C(c1cccc2c1-c1ccccc1/C2=N/O)N1CCCCC1	3	-3	10	-2.3	-1.9	-5	5	-7	-7	1
CN(Cc1nc2ccccc2c(=O)[nH]1)C(=O)c1cccc(NC(=O)c2cccs2)c1	5	11	0	-0.9	2.1	66*	4	-6	-2	-1
COc1ccc2nc(N3C(=O)/C(=C/c4ccc(Cl)cc4)NC3=S)sc2c1	5	-3	-2	0.4	/	-3	13	-1	/	1
CCCCCn1c(C(Cc2ccccc2)NC(=O)COC)nc2ccccc21 (configuration not stated)	2	4	8	0.7	-0.2	-1	-8	-10	1	3
O=C(COc1ccc(Cl)cc1Br)NNC(=O)C(=O)N1CCCCC1	3	7	-2	1.7	1.2	-1	-11	1	/	-1
CCn1nnnc1NC(=O)c1cc(Cl)c(OC)c(Cl)c1	5	2	0	-0.4	3.2	-4	4	-5	-1	2
CC(=O)Nc1c(NCC(C)C)c2ccccc2oc1=O	5	/	6	0.1	-1.7	-4	5	3	/	0
O=C(NCC(=O)N1CCCCCCC1)c1cccc([N+](=O)[O-])c1	-2	19	5	-0.5	-0.1	-4	7	-2	3	3
CC1=CC(C)(C)n2c(O)c(N=NC(N)=S)c3cccc1c32	8	1	-4	-0.7	-0.7	-3	-5	-6	-5	0
CCn1c2ccccc2c2cc(N=C3SC(CC(=O)Nc4ccccc4OC)C(=O)N3CCOC)ccc21 (configuration not stated)	-4	-5	0	0.8	0.1	-2	7	-19	-11	-2
Cc1ccc(C(=O)C2CCN(CC(=O)Nc3ccccc3C)CC2)cc1	-3	-8	8	-2.8	0.4	-6	-6	-11	2	2
COCCN1C(=NCCCOC(C)C)N[C@@H](c2ccccc2)C(C(=O)OC)=C1C	0	9	-5	-3.1	1.0	-1	7	-7	0	2
CSc1nn2c(C(F)(F)F)cc(C(F)(F)F)nc2c1C(N)=O	6	/	-3	-0.8	1.5	-5	-4	3	-5	2
CCCc1[nH]nc2c1C(c1ccccc1OCC)C(C#N)=C(N)O2 (configuration not stated)	6	/	17	-1.7	-1.7	-3	3	-10	/	3
CCC(NC(=O)c1cccc(Cn2nc(C)c([N+](=O)[O-])c2C)c1)c1ccc(C(C)C)cc1 (configuration not stated)	-2	2	-5	-2.0	0.2	1	-1	-8	/	11
COc1ccc(C(C(=O)NC2CCCCC2)N(C(=O)c2snc(C(N)=O)c2N)c2ccccc2OC)cc1 (configuration not stated)	3	5	6	-0.8	1.1	/	-6	15	4	0

Going on with the list:
SMILES	cardiac RTF act	MITF TRPM1 HTS	Tat transport	CAL PDZ FP-1	CDK5 inh	CAL PDZ FP-2	Rtt109 Vps75	dFosB act	Wnt act	V-ATPase pHluor
CC(Cc1ccccc1)NC(=S)CN1CCCC1=S (configuration not stated)	-5	3	?	-0.9	1.6	2	0	2	-2	0
Cc1cccc(NC(=O)Nc2cccc(C#N)c2)n1	7	44	-2	-1.8	-1.4	5	2	-7	8	0
Cc1ccc(/C=N/NC(=O)c2nnn(-c3nonc3N)c2-c2ccccc2)o1	-7	5	-7	-3.6	0.0	-4	-17	-3	-2	0
Cc1ccccc1NC(=O)C1CCCN(S(=O)(=O)c2ccc(-n3cnnn3)cc2)C1 (configuration not stated)	0	-3	-5	-2.1	0.1	2	9	7	1	2
CC1CN(C(=O)Cn2c(C(F)(F)F)nc3ccccc32)CC(C)O1 (configuration not stated)	0	8	-1	-3.8	-0.2	3	-5	-9	5	1
Cc1ccc(S(=O)(=O)N2CCN(S(=O)(=O)c3ccccc3)C2c2ccc(N(C)C)cc2)cc1 (configuration not stated)	1	-3	3	1.0	0.2	-1	2	-6	-2	2
c1ccc(CCNc2ncnc3sccc23)nc1	1	22	0	0.3	1.6	0	-5	-9	5	7
COc1cccc(C(=O)COC(=O)c2n[nH]c(=O)c3ccccc23)c1	0	10	2	-0.5	0.1	-1	3	-10	0	-3
COc1ccc(NC(=O)COC(=O)Cc2c(F)cccc2Cl)cc1OC	5	-5	9	-1.3	0.5	-3	-1	-4	0	0
COc1cccc(/C=C2\SC(=O)N(CCC(=O)N3CCCCC3CCO)C2=O)c1 (configuration not stated)	-2	13	-9	-1.5	-1.3	/	5	-13	0	-1
O=C(CN1C(=O)c2ccccc2C1=O)NC(Cc1ccccc1)C(=O)O (configuration not stated)	1	0	-6	0.3	-5.0	0	2	-1	-3	0
COC(=O)C1NN=C(C(=O)c2ccc(Cl)cc2)C1c1ccc(OC)cc1 (configuration not stated)	-3	6	4	-0.9	1.5	-1	0	-8	-2	6
O=S(=O)(CCSc1ccc(C(F)(F)F)cn1)c1ccc(Cl)cc1	1	/	1	-2.0	-0.4	1	0	-4	0	-5
O=C(O)CC(O)(CC(=O)O)C(=O)O	6	/	0	0.1	-1.2	-2	10	-2	-1	-1
O=C(NC1CC1)C1CCCN(C(=O)NC2CCCCC2)C1 (configuration not stated)	2	4	3	-1.5	-0.4	-11	0	-4	-2	-3
CCS(=O)(=O)N1Cc2ccccc2CC1C(=O)Nc1nnc(C2CC2)s1 (configuration not stated)	3	-2	0	0.7	0.7	0	-13	-1	3	0
COc1ccc2nc3ccccc3nc2c1NC(=O)c1ccc(Cl)cc1	14	-13	-3	0.4	-0.2	0	-5	4	/	0
Cc1nc2ccccc2cc1C(=O)N/N=C/c1cccc([N+](=O)[O-])c1	0	4	9	-1.1	3.2	3	5	-8	-5	-4
CCOC(=O)N1CCN(C(=O)c2ccc(NC(=O)CC)cc2)CC1	-6	/	0	-1.8	0.2	0	/	1	/	-3
CCN(CC)S(=O)(=O)c1cccc(C(=O)N/N=C/c2ccc([N+](=O)[O-])o2)c1	-7	-84	-11	-1.9	-0.5	-1	-3	-8	-1	-2
CC(C)Oc1ccc(CNC(=S)Nc2ccccc2)cc1Cl	-1	/	0	0.8	1.3	0	-8	-8	0	-3
Cc1ccccc1N1CCN(C(=S)c2ccc(-c3cccc([N+](=O)[O-])c3)o2)CC1	4	-10	0	0.3	-1.1	/	22	-18	-1	0
Cc1cc(C)cc(NC(=O)CCn2ccnc2)c1	6	-8	4	-2.9	-8.5	0	1	-6	-1	0
O=C(Nc1cc(F)ccc1F)C1CCN(S(=O)(=O)c2cccc3nonc23)CC1	-5	1	-5	-1.8	-0.1	-2	-6	14	-2	-3
COc1cc(N/N=C(\C)c2ccc(N)cc2)nc(-c2ccccc2)n1	3	13	6	-0.1	-0.8	/	-4	-11	2	0

Carrying on:
SMILES	cardiac RTF act	MITF TRPM1 HTS	Tat transport	CAL PDZ FP-1	CDK5 inh	CAL PDZ FP-2	Rtt109 Vps75	dFosB act	Wnt act	V-ATPase pHluor
NS(=O)(=O)c1cccc(NC(=O)COC(=O)CCCc2c[nH]c3ccccc23)c1	-2	-17	-1	-1.5	0.7	1	-7	-6	-2	-1
Cc1cc(NC(=O)CN2C(=O)NC(CC(C)C)C2=O)no1 (configuration not stated)	-3	6	-2	-2.7	-1.3	7	27	-4	1	1
COc1ccccc1/C=C(/C(=O)OCC(N)=O)c1ccccc1	-2	-5	-2	-0.9	-2.1	4	-2	-3	-5	1
COc1ccc(OCCn2c(=O)sc3ccccc32)cc1	-1	58	7	-6.2	0.0	2	3	-6	-1	-2
COc1ccc(S(=O)(=O)Nc2ccccc2)cc1OC	3	/	-2	-2.1	-0.1	2	-10	2	-2	1
Cc1cccc(NC(=O)COC(=O)CCCC2=NS(=O)(=O)c3ccccc3N2)c1	3	4	-1	-1.2	0.9	-2	0	-3	0	-3
CC[C@@]1(C(=O)OC)N[C@H](CN(C)C(=O)Nc2ccc(Cl)cc2)[C@@H]2C(=O)N(Cc3ccccc3)C(=O)[C@@H]21	2	14	22	0.2	2.9	-3	-2	-6	-2	1
O=C(Cn1cc(C(F)(F)F)ccc1=O)N/N=C/c1cccc(Cl)c1	-5	-1	19	-3.2	0.4	-6	0	-4	-4	3
COc1ccc2c(C)cc(SCC(=O)N(C)C3CCS(=O)(=O)C3)nc2c1 (configuration not stated)	-5	-14	5	-0.8	0.0	2	-1	-8	-1	-1
Cc1cc(=O)n2nc(N3CCCC(C(=O)NCc4ccc(Cl)cc4)C3)sc2n1 (configuration not stated)	-5	-1	-3	-0.4	1.4	-5	-1	3	3	-2
CCOC(=O)N1CCN(C(=O)c2ccccc2N(C)S(C)(=O)=O)CC1	-2	-1	-10	-2.2	0.2	-1	29	14	/	-2
O=C(NCc1cccnc1)c1nc(-c2cccs2)no1	0	-1	3	-1.9	1.4	3	1	-2	8	4
CC(C)NC(=O)c1onc(CSc2ccncc2)c1C(=O)NC(C)C	-4	8	5	0.0	-0.7	1	7	-4	5	-3
CC1(C)CC(=O)C2=C(C1)NC(=S)C(C#N)C21CCCCC1 (configuration not stated)	5	/	-1	-4.1	3.8	1	14	-7	-2	3
CCn1cc(C(=O)NC2CCCC2)c(=O)c2cc(S(=O)(=O)N3CCOCC3)ccc21	2	-4	-1	-2.0	-1.1	-2	3	2	2	3

3 successive records out of the list so far:
SMILES	cardiac RTF act	MITF TRPM1 HTS	Tat transport	CAL PDZ FP-1	CDK5 inh	CAL PDZ FP-2	Rtt109 Vps75	dFosB act	Wnt act	V-ATPase pHluor
CC(C)NC(=O)c1onc(CSc2ccncc2)c1C(=O)NC(C)C	-4	8	5	0.0	-0.7	1	7	-4	5	-3
CC1(C)CC(=O)C2=C(C1)NC(=S)C(C#N)C21CCCCC1 (configuration not stated)	5	/	-1	-4.1	3.8	1	14	-7	-2	3
CCn1cc(C(=O)NC2CCCC2)c(=O)c2cc(S(=O)(=O)N3CCOCC3)ccc21	2	-4	-1	-2.0	-1.1	-2	3	2	2	3

Assay outcomes: PubChem BioAssay, several laboratories
